# HCV inhibitor: blocks hepatitis C virus; Huh7.5.1 HCVcc-Cre infection, luciferase reporter, 44 h; Potency, µM (top dose mostly 41.8 µM), inactives show at the highest dose activity change, negative = inhibition, actives largely listed as inhibitors; actives 3.4% (n = 340,000)
#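 Infectious HCV cell culture screen: compound-treated cells (1,000/well, pre-plated 4 h) are infected with HCVcc-Cre at roughly 0.5 moi and grown 44 h. Infection is quantified by luciferase signal after 15 min substrate incubation at room temperature.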
# TbPYK inhibitor: T. brucei pyruvate kinase inhibition; Potency, µM (doses to about 76.8 µM), for inactives: at the highest dose activity, negative = inhibition, usual class: inhibitors; actives 0.12% (n = 410,000); Q57TT1; TbPYK enzyme, Kinase-Glo Plus ATP luminescence, 45 min; further: nearly all actives have a fitted effect of over 50% in size
#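 Readout: single end-point luminescence (Kinase-Glo Plus, 10 min). Reaction conditions were TbPYK/substrate plus 130 uM ADP, 45 min at RT, pH 7.2 TEA buffer. No-enzyme wells served as controls, and data were normalized before concentration-response fitting.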
# Starred values were filed as active, the others as inactive; ? = inconclusive; [ ] = remark or other dose. The call rests on the fitted dose curve; in most records, active means well fitted curve in the direction sought with a large enough effect; inconclusive means small, poorly fitted or top-dose-only effect, or another doubt; inactive means no such curve, though single readings can be large; an effect the other way counts as inactive or inconclusive. On the % scale 0 is the no-effect control and ±100 the full control effect; potency means the concentration at half of the fitted maximal effect. These rows are one share of the data; count on the stated rates, not on these rows.
SMILES,HCV inhibitor,TbPYK inhibitor
CC(=O)NCc1ccc(C(=O)COC(=O)COc2ccc(Cl)c(C)c2)s1,0.8%,2.3%
CCN(CC)CCNC(=O)c1ccc(NC(=O)c2cccc(S(=O)(=O)N(C)C3CCCCC3)c2)cc1,?,1.2%
COc1ccc2c(c1)[C@H]1[C@H](CO2)[C@H](c2ccccc2)[C@]2(C)C(=O)Nc3ccc(Cl)cc3C(=O)N12,?,5.6%
CC(=O)c1ccc(N=Nc2c(C)[nH][nH]c2=O)cc1,0.8%,-14.8%
CC1Sc2ccc(C(=O)NCc3ccccc3Cl)cc2NC1=O (stereo unspecified),14.3%,2.4%
Cc1c(NC(=O)Nc2cc(F)c(F)cc2Cl)c(=O)n(-c2ccccc2)n1C,-28.6%,1.7%
O=C(Cc1ccc(NC(=O)C2CCN(C(=O)CCc3ccccc3)CC2)cc1)Nc1ccc(C(=O)N2CCOCC2)cc1,15.3%,2.4%
Cc1cc(C)nc(SCC(=O)NN=Cc2ccc(C)o2)n1,6.9%,-11.2%
O=C(Cn1cc(COc2ccc(Br)cc2[N+](=O)[O-])nn1)c1ccc(O)cc1,17.4%,-4.3%
COc1cc(C=O)ccc1OCCOCCOc1ccc(Cl)cc1Cl,18.1%,-12.7%
CC(=O)N1CCN(C(=S)NC(=O)c2ccc(F)cc2)CC1,20.2%,-16.2%
c1ccc(-c2nc(C3CCCCC3)c3sccc3n2)cc1,15.0%,-6.1%
Cc1nnc(SCC(=O)NCC(=O)Nc2ccc(F)c(F)c2F)n1N,-2.9%,-17.8%
O=C(NC1c2ccccc2Oc2ccccc21)c1ccc([N+](=O)[O-])cc1,?,0.9%
CCN(C(=O)COC(=O)CCC(=O)c1ccc(C)cc1)c1c(N)n(Cc2ccccc2)c(=O)[nH]c1=O,1.1%,-0.5%
COc1ccc(NC(=O)COC(=O)CCc2ccc(S(=O)(=O)N3CCOCC3)cc2)c(OC)c1,3.2%,1.3%
NC1(C(=O)O)CSSC1,?,2.0%
N/C(=N\OC(=O)c1ccccc1)C(Cc1ccccc1)C(=O)NOC(=O)c1ccccc1 (stereo unspecified),0.2%,0.7%
Nc1cc(S(=O)(=O)N2CCOCC2)ccc1N1CCCCC1,-14.8%,?
COC(=O)c1cc(Br)ccc1NC(=O)Nc1ccc(C)cc1,-9.7%,7.9%
O=C1CC(=O)N(Cc2ccccc2)C(=O)N1Cc1ccccc1,11.7%,0.9%
C=C[C@H](Cc1ccccc1)N(Cc1ccccc1)S(=O)(=O)N(Cc1ccccc1)[C@H](C=C)Cc1ccccc1,-2.7%[8.37 µM],0.3%
CC(C)OC(=O)c1ccc(NCc2cc(O)ccc2O)cc1,3.55µM*,?
COc1ccc(-c2ccc3c(c2)O/C(=C\c2ccsc2)C3=O)cn1,6.9%,-3.5%
CC(O)(Cc1ccccn1)Cc1ccccn1,10.7%,-15.3%
CN(C)S(=O)(=O)c1ccc(NC(=O)CSc2nnc(-c3ccco3)o2)cc1,8.8%,0.6%
Cn1c(=O)c2c(nc(CN3CCOCC3)n2Cc2ccccc2)n(C)c1=O,2.1%,8.2%
CCCc1cc(N2CCCC(C(=O)Nc3cc(Cl)ccc3OC)C2)n2ncnc2n1 (stereo unspecified),-13.2%,0.6%
O=C(N/N=C/C=C/c1ccccc1)C(O)c1ccccc1 (stereo unspecified),24.1%,-17.2%
CN1C[C@@H]2[C@@H]3C(=O)N(C)C(=O)[C@@H]3[C@](C)(C1=O)N2C(=O)c1ccc(Cl)cc1,11.0%,-2.6%
COc1nccc(NCc2ccccc2)c1C#N,5.0%,-0.6%
O=C1/C(=C\c2ccc([N+](=O)[O-])cc2)CS(=O)(=O)C/C1=C/c1ccc([N+](=O)[O-])cc1,?,-4.7%
Nc1cc2c(cc1Br)-c1c(C(=O)O)cccc1C2O (stereo unspecified),33.5%[activator],-1.9%
O=C(COC(=O)c1cccc(OC(F)F)c1)NCC1CCCO1 (stereo unspecified),-0.4%,-1.2%
COc1ccc2nc3c(C)n(C)ccc-3c2c1,?,3.6%
O=C(Cn1nc(C(=O)O)c2ccccc2c1=O)Nc1cc(S(=O)(=O)N2CCCCC2)ccc1Cl,?,-1.9%
CC(C)c1ccc(NC(=O)COC(=O)[C@@H]2CCCN2C(=O)c2cccs2)cc1,8.3%,0.3%
O=C1NCCNC1c1ccccc1 (stereo unspecified),0.3%,-9.0%
C[C@H](CO)N1C[C@H](C)[C@@H](CN(C)C(=O)NC2CCCCC2)Oc2ccc(NC(=O)Nc3ccccc3)cc2C1=O,3.8%,-0.4%
O=C(NC(=S)N1CCCC(O)C1)c1ccco1 (stereo unspecified),4.2%,3.6%
Nc1cccc(C#Cc2ccc3c(c2)C(=O)/C(=C/c2ccsc2)O3)c1,2.51µM*,-1.8%
C=CCC[C@@H](Cc1ccc(F)cc1)C(=O)OC[C@H](Cc1c[nH]c2ccccc12)NC(=O)[C@H](CC=C)CC(=O)NCCO,-29.5%,4.5%
O=C(NCc1ccco1)Nc1cccc2ccccc12,-21.6%,-0.4%
CC(O)(CC(=O)CC(=O)c1ccccc1)c1ccccc1 (stereo unspecified),?,4.6%
CCO[C@H]1OC(C(=O)O)=C[C@@H](c2coc3ccccc3c2=O)[C@@H]1CCCO,46.1%[activator],3.0%
Cc1ccc(-c2csc(N)n2)cc1,-4.5%,0.3%
O=C1NC[C@H](Cc2ccccc2)N(C[C@H]2CCCN2C[C@H](Cc2ccccc2)N2C[C@H](Cc3ccccc3)N(CC3CCCCC3)C(=O)C2=O)C1=O,8.91µM*,-1.6%
CC1(C)CC[C@]2(CO)CC[C@]3(C)C(=CCC4[C@@]5(C)CC[C@H](O)[C@@](C)(CO)C5CC[C@]43C)[C@@H]2C1 (stereo partly specified),-10.1%,-0.3%
Cc1ccc(C(=O)OCC(=O)NC2CCS(=O)(=O)C2)c(C)c1 (stereo unspecified),-9.5%,3.2%
CC1CN(S(=O)(=O)c2ccc(C(=O)N(C)C3CCCCC3)cc2)CC(C)O1 (stereo unspecified),20.2%,-5.2%
Cc1ccc(C)c(N2CCN(C(=O)CCc3nc(-c4cccc(C(F)(F)F)c4)no3)CC2)c1,2.7%,-4.4%
O=C(NC1CCCC1)c1ccc2c(c1)S(=O)(=O)c1ccccc1C2=O,-12.1%,0.4%
COc1ccc(S(=O)(=O)N2CCCCC2)cc1NC(=O)c1cccc(S(=O)(=O)N2CCOCC2)c1,-16.8%,2.3%
CCCN(CC(=O)Nc1ccccc1C)C(=O)c1cnc(C)cn1,24.2%,1.3%
N=c1ccn(O)cc1CCc1ccccc1,-8.8%,-5.4%
Cc1ccc(S(=O)(=O)N2CCN(C(=O)Cn3c(=O)cnc4ccccc43)CC2)c(C)c1,?,7.7%
CC(NC(=O)COC(=O)c1ccc2c(c1)OCCO2)c1ccccc1 (stereo unspecified),0.3%,-1.9%
O=C(O)c1cccc(Nc2nc3ccccc3nc2NS(=O)(=O)c2ccccc2)c1,14.7%,-12.9%
COc1ccc(OCC(=O)NNC(=O)C2CCC2)cc1,11.0%,2.1%
CC12CCC(C(=O)CC1=O)C2(C)C (stereo unspecified),-4.4%,-19.0%
# The list goes on.
SMILES,HCV inhibitor,TbPYK inhibitor
CCN1C[C@@]2(COC)C3[C@@H](OC)[C@H]4[C@@H]1[C@@]3(C1C[C@H]3[C@H](OC(=O)c5ccccc5)C1[C@]4(OC(C)=O)C[C@H]3OC)[C@@H](OC)C[C@H]2O (stereo partly specified),?,-11.4%
C[C@H](CO)N1C[C@H](C)[C@@H](CN(C)Cc2ccccc2)Oc2c(NC(=O)Cc3ccccc3)cccc2C1=O,?,1.0%
CN(C)c1cc2c3ccccc3n(C)c2cc1N,?,-8.8%
COc1ccccc1C(CNC(=O)c1cccc(S(=O)(=O)N2CCCc3ccccc32)c1)N(C)C (stereo unspecified),?,1.4%
Cc1nc2ncnn2c(Nc2ccc3c(c2)OCCO3)c1C,?,4.1%
COc1cccc(CNC[C@H]2O[C@@H](n3cnc(C(N)=O)n3)[C@H](O)[C@@H]2O)c1OCc1ccc(F)cc1Cl,?,-15.8%
O=C(Nc1ccccc1)c1ccc(CN2CCC(Cc3ccccc3)CC2)cc1,?,1.1%
CCOC(=O)C1(CCOc2ccccc2)CCN(Cc2ccc(OC)cc2)CC1,12.6µM*,4.1%
O=C(NCCCN1CCOCC1)c1cccc(NC(=O)c2ccccc2)c1,12.2%,3.5%
COc1ccc(-c2c(C)cc3oc(=O)cc(-c4ccccc4)c3c2C)cc1OC,11.2µM*,5.5%
O=C(Nc1ccccc1N1CCOCC1)c1ccc([N+](=O)[O-])s1,11.2µM*,-10.6%
CSc1ccccc1NC(=O)CN(C)C(C)C(=O)NCc1ccc2c(c1)OCO2 (stereo unspecified),?,-4.5%
COCCN(C(=O)COC(=O)/C=C/c1cccc(C(F)(F)F)c1)c1c(N)n(CC(C)C)c(=O)[nH]c1=O,4.4%,3.8%
COc1ccc(-c2cc3cc4c(cc3cn2)OCO4)cc1,-22.2%,1.3%
CCN(CC(=O)Nc1ccc(NC(C)=O)cc1)C(=O)c1ccc(N2C(=O)c3ccccc3C2=O)cc1,8.9%,2.2%
COc1ccc(-c2nnc(COc3ccc(Br)cc3C)o2)cc1,-4.1%,1.5%
O=C(COc1ccccc1F)OCC(=O)c1ccc([N+](=O)[O-])cc1,-22.2%,-1.1%
Cn1c(SCc2ccccc2)nc(N)c(N=O)c1=O,?,4.4%
Cc1cccc(N/N=C/c2c(O)[nH]c(=S)[nH]c2=O)c1,-7.4%,-10.7%
CC(C)CC1C(=O)N(Cc2cn(CC3CCCCC3)nn2)CCS(=O)(=O)N1Cc1ccc(-c2cccc(C#N)c2)cc1 (stereo unspecified),?,-5.7%
COc1cc(OC)cc(C(=O)OCC(=O)Nc2cccc(S(=O)(=O)NC3=NCCCCC3)c2)c1,?,-2.4%
COC(=O)NC(=S)Nc1ccccc1NC(=S)NC(=O)OC,17.9%,5.7%
CCN1C[C@]2(COC)CC[C@H](O)[C@@]34C5C[C@H]6[C@H](O)C5[C@](O)(C[C@H]6OC)[C@@H]([C@H](OC)C23)[C@@H]14 (stereo partly specified),-0.7%,-5.0%
CC(=O)c1ccc(-c2ccc(C(=O)Nc3nc(-c4ccccn4)cs3)o2)cc1,2.51µM*,1.3%
COC(=O)C[C@H]1c2cc(C(F)(F)F)ccc2S(=O)(=O)N1C1CCCCC1,-0.7%[8.37 µM],-1.0%
CCN(CC)S(=O)(=O)c1ccc(N2CCOCC2)c(NC(=O)c2ccc(=O)[nH]c2)c1,10.2%,7.9%
COc1ccc(-c2oc(=O)c3cc(OC)c(OC)cc3c2C#CC2(O)CCCCC2)cc1,0.2%,0.4%
OC(CCN1CC2CCC(CC2)C1)(Cc1ccccc1)c1ccco1 (stereo unspecified),8.2%,2.5%
O=C(Nc1ccc2c(c1)[nH]c(=O)c1ccccc12)C(F)(F)F,9.1%,-8.2%
C[C@H](CO)N1C[C@H](C)[C@@H](CN(C)C(=O)Nc2ccc(C(F)(F)F)cc2)Oc2ccc(NS(=O)(=O)c3ccc(F)cc3)cc2C1=O,-21.7%,1.1%
O=C1[C@H](Cc2ccccc2)NCCCC[C@H](c2ccc(Cl)cc2)N1Cc1ccccc1,-13.1%[8.37 µM],-1.1%
CCN(CC)C(=O)[C@H]1CC(CC(=O)NCCCOC)C(=O)N2CCc3c([nH]c4ccccc34)[C@]12C (stereo partly specified),27.7%,3.5%
CCCC(=O)NC(=S)Nc1ccc(S(=O)(=O)N2CCc3ccccc32)cc1,-3.8%,1.9%

# Molecules shown so far that have fluorine (12):
SMILES,HCV inhibitor,TbPYK inhibitor
Cc1c(NC(=O)Nc2cc(F)c(F)cc2Cl)c(=O)n(-c2ccccc2)n1C,-28.6%,1.7%
CC(=O)N1CCN(C(=S)NC(=O)c2ccc(F)cc2)CC1,20.2%,-16.2%
Cc1nnc(SCC(=O)NCC(=O)Nc2ccc(F)c(F)c2F)n1N,-2.9%,-17.8%
O=C(COC(=O)c1cccc(OC(F)F)c1)NCC1CCCO1 (stereo unspecified),-0.4%,-1.2%
C=CCC[C@@H](Cc1ccc(F)cc1)C(=O)OC[C@H](Cc1c[nH]c2ccccc12)NC(=O)[C@H](CC=C)CC(=O)NCCO,-29.5%,4.5%
Cc1ccc(C)c(N2CCN(C(=O)CCc3nc(-c4cccc(C(F)(F)F)c4)no3)CC2)c1,2.7%,-4.4%
COc1cccc(CNC[C@H]2O[C@@H](n3cnc(C(N)=O)n3)[C@H](O)[C@@H]2O)c1OCc1ccc(F)cc1Cl,?,-15.8%
COCCN(C(=O)COC(=O)/C=C/c1cccc(C(F)(F)F)c1)c1c(N)n(CC(C)C)c(=O)[nH]c1=O,4.4%,3.8%
O=C(COc1ccccc1F)OCC(=O)c1ccc([N+](=O)[O-])cc1,-22.2%,-1.1%
COC(=O)C[C@H]1c2cc(C(F)(F)F)ccc2S(=O)(=O)N1C1CCCCC1,-0.7%[8.37 µM],-1.0%
O=C(Nc1ccc2c(c1)[nH]c(=O)c1ccccc12)C(F)(F)F,9.1%,-8.2%
C[C@H](CO)N1C[C@H](C)[C@@H](CN(C)C(=O)Nc2ccc(C(F)(F)F)cc2)Oc2ccc(NS(=O)(=O)c3ccc(F)cc3)cc2C1=O,-21.7%,1.1%

# Assay outcomes: PubChem, National Center for Advancing Translational Sciences (NCATS)
